LEDGF integ inh – blocks HIV-1 LEDGF/p75-dependent DNA integration; TR-FRET IN-LEDGF/p75 DNA integration, Eu/Cy5; inhibition, % at 3.7 µM; 370,000 tested, 0.64% active; AID 743269;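 active = inhibition above the screen-wide mean plus 3 SD, cut at about 13% in these data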;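 note: signal is the Cy5 over europium emission ratio at 671 and 618 nm; 0% = plate median of compound wells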
rCAG binder – r(CAG) repeat RNA binding; 370,000 tested, 1.3% active; AID 651821; TO-PRO-1 dye displacement fluorescence; inhibition, % at 3 µM;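 active = inhibition above the plate cutoff, the mean of all test compounds on that plate plus 3 SD, cut at about 35% in these data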;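 note: 0% = DMSO alone and 100% = 100 µM mitoxantrone as full dye displacement; higher means more dye released from RNA so lower well fluorescence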
SIAE primary – inhibitors of human sialic acid acetylesterase SIAE | SIAE FP-Rh probe binding, fluorescence polarization | inhibition, % at 9.66 µM | 370,000 tested, 0.69% active;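 active = inhibition above a cutoff: mean of compounds within the control limits plus 3 SD of those, cut at about 17% in these data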;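 note: 0% = plate median of compound wells and 100% = probe without SIAE protein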
Target sequence (Q9HAT2 whole entry, looked up): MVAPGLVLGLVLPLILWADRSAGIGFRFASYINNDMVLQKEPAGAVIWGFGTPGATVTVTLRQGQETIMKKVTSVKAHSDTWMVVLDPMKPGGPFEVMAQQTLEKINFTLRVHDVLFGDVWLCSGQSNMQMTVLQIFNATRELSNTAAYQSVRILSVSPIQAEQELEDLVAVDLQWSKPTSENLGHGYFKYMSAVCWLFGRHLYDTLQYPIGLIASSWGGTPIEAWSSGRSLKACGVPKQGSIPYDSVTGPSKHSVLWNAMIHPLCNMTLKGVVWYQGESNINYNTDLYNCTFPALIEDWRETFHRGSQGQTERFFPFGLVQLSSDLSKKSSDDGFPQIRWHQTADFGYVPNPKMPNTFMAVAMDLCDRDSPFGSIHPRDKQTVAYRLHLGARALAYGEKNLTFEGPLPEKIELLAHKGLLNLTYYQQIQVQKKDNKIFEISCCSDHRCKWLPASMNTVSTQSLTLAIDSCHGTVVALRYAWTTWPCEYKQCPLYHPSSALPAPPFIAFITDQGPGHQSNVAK
TDP2 inh – blocks human TDP2 phosphodiesterase activity. O95551. inhibition, % at 12.8 µM. AID 720702. recombinant TDP2, T5PNP hydrolysis, p-nitrophenol absorbance 415 nm. 370,000 tested, 0.34% active;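 active = inhibition above the mean of all tested compounds plus 3 SD, set per campaign, cut at about 25% in these data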;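 note: 0% = DMSO with enzyme and 100% = buffer with substrate but no TDP2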
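Assay system: Recombinant human TDP2 | Quantity: 120 nM TDP2 per well | Incubation: 2 h at 37 °C | Signal: Epi absorbance | Evaluation: Percent inhibition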
MBD2 DNA inh – blocks human MBD2 binding to methylated DNA; Q9UBB5; AID 686964; inhibition, % at 4.4 µM; 370,000 tested, 0.31% active; TR-FRET, MBD2 binding to methylated oligonucleotide; in the data active = inhibition above about 13%
mABHD4 FP – inhibits mouse alpha/beta hydrolase domain 4. Q8VD66. purified mABHD4, FP-Rh probe fluorescence polarization. inhibition, % at 8.92 µM. 370,000 tested, 0.54% active;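 active = inhibition exceeding the mean over every tested compound plus 3 SD, cut at about 30% in these data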;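 note: 0% = plate median of compound wells and 100% = S159A mutant with DMSO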
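Material: mouse ABHD4 enzyme, wild type; Benchmarks: S159A mutant high control, sample median low control; Buffer or medium: HEPES pH 7.0, NaCl, Pluronic buffer; Signal: fluorescence polarization; Read-out: percent inhibition of probe binding, normalized to plate controls; Timing: pre-incubation 45 min, probe exposure 60 min, at 25 °C; Dosing: 8.92 µM, single dose.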
TCR-CD3 inh – inhibitors of human TCR-CD3 interaction; TAMRA-labeled TCR probe fluorescence, biochemical; inhibition, % at 9.4 µM; 360,000 tested, 0.37% active; AID 651800; in the data active = inhibition above about 19%;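 note: recombinant mutant TCR 2C K166C tagged with TAMRA read by polarization; 0% = receptor in buffer alone and 100% = receptor with positive control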
PRMT1 FP inh – blocks human protein arginine methyltransferase 1. Q99873. recombinant PRMT1, activity-based probe fluorescence polarization. inhibition, % at 2.79 µM. 370,000 tested, 1.3% active;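 active = inhibition above about 21% made by adding two undisclosed values, limit read from the data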
HTRA1 inh – inhibitors of human serine peptidase HTRA1 | Q92743 | recombinant HTRA1, FP-rhodamine activity-based probe, fluorescence polarization | inhibition, % at 5.96 µM | 340,000 tested, 0.5% active; in the data active = inhibition above about 36%;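 note: 0% = enzyme with DMSO and 100% = wells lacking enzyme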
Target sequence (Q92743 whole entry, looked up): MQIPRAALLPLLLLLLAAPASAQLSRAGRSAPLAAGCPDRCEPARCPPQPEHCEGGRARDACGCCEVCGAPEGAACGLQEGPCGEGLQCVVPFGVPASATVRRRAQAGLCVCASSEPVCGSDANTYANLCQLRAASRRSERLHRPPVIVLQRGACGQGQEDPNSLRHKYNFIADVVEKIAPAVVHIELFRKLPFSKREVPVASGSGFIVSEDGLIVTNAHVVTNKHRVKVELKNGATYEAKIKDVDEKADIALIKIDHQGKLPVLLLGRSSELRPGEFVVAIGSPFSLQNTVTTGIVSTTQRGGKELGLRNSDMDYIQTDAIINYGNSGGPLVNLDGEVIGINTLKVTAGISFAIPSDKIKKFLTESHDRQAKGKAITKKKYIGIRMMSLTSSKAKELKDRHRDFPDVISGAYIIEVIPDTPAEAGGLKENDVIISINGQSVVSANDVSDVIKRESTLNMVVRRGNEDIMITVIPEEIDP
GC-B act – GC-B (human) receptor activation; HEK293-GC-B cells, CNP EC30, cGMP TR-FRET; 0% at EC30 CNP, 100% saturating CNP; activation, % at 10 µM; 370,000 tested, 0.11% active;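 active = activation at 10 µM reaching about 35% in either raw or pattern-adjusted values, limit read from the data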
* = called active by the depositor; · = not tested or not shown. These rows are one share of the data (hit frequency here may not be typical).

SMILES	LEDGF integ inh	rCAG binder	SIAE primary	TDP2 inh	MBD2 DNA inh	mABHD4 FP	TCR-CD3 inh	PRMT1 FP inh	HTRA1 inh	GC-B act
C[C@@H]1NC(=O)[C@H](CCC(N)=O)NC(=O)c2cc([N+](=O)[O-])cc(I)c2NCCC[C@@H](C(N)=O)NC1=O	0	3	11	-3	-8	5	2	-3	-1	2
COc1cc(NC(=O)C2CCCN(S(=O)(=O)c3ccc4[nH]c(=O)ccc4c3)C2)cc(OC)c1 (centres undefined)	8	5	-42	-8	-2	-14	-3	-6	-8	1
CC(C)CCn1c(=O)[nH]c2ccccc21	-5	-4	2	-9	6	5	-4	2	-6	2
Cn1cc([N+](=O)[O-])c(C(=O)NC2CCCCCCC2)n1	0	-4	2	5	3	2	10	5	0	-2
CCOC(=O)c1cnc2oc3ccccc3n2c1=O	4	3	-2	-12	-2	7	-1	2	3	4
CCC(=O)Nc1ccc(CCC(=O)N2CCCC2)cc1	0	0	1	6	3	-3	4	-3	0	3
COc1ccc(CN[C@@H]2CC[C@@]34CCCN3C(=O)CCC[C@H]4C2)cc1	2	·	0	-7	0	1	·	-3	·	-1
CCCCOC(=O)c1ccc(NC(=O)c2ccc(F)cc2F)cc1	3	1	-4	2	4	-9	-3	1	-11	1
COc1ccc(C2=Nc3ccccc3N(C(=O)c3ccc(C(F)(F)F)cc3)C2C(=O)Nc2ccc3c(c2)OCCO3)cc1 (centres undefined)	0	17	-7	-4	-2	-16	5	-1	·	5
Cc1nnc(SCC(=O)N2CCC(C(=O)Nc3nccs3)CC2)n1Cc1ccccc1	-3	-4	-1	4	-1	-1	1	0	7	1
Cc1ccc(S(=O)(=O)Nc2ccc(-n3cnnn3)cc2)cc1	4	2	-1	7	-2	-5	8	-4	2	-1
COc1cccc(-c2sc3ccc(OC)cc3c2C#CCC(C)O)c1 (centres undefined)	2	11	-7	-6	11	-42	-3	-2	-75	-10
CN1CC(=O)N2Cc3[nH]c4ccccc4c3C[C@H]2C1=O	-4	2	4	10	0	6	-6	-3	16	5
COc1ccccc1C(CNC(=O)c1ccc(C)c(S(=O)(=O)N2CCCCC2)c1)N(C)C (centres undefined)	-8	4	-2	3	-1	6	-9	2	2	3
CNC[C@H]1Oc2ccc(NC(=O)Nc3ccc4c(c3)OCO4)cc2C(=O)N([C@H](C)CO)C[C@@H]1C	-2	9	-1	-9	6	-5	1	1	-2	3
CCOc1cc2[nH]c(=S)n(CCCN3CCOCC3)c(=O)c2cc1OCC	-3	-4	-3	8	3	4	5	0	0	0
O=C1c2ccccc2C2N1CCCN2C(=O)c1sc2ccccc2c1Cl (centres undefined)	3	1	0	3	1	-12	-8	0	-8	0
COCCN1Cc2cc(C(=O)OC)c3c(c2C1=O)c1cc(F)ccc1n3S(=O)(=O)c1ccc(C)cc1	1	8	-2	-3	-5	-9	-7	6	·	0
CS(=O)(=O)N(CC(O)CON=C1c2ccccc2-c2ccccc21)c1ccc(F)cc1 (centres undefined)	-1	2	-2	5	2	-39	-1	2	-38	-4
Cc1ccccc1CSc1ncc(C#N)c(N)n1	-1	6	-8	-3	1	-19	5	5	-13	2
O=C1OCC(CO)(CO)N=C1NNc1ccccc1Cl	0	3	5	11	1	3	1	-3	5	·
NS(=O)(=O)c1ccc(N/C=C\C(=O)c2ccncc2)cc1	2	1	0	8	0	4	-2	-1	11	-2
Cn1c(=O)c(=O)n(C)c2cc(S(=O)(=O)CCC(=O)Nc3ccc(C(F)(F)F)cc3)ccc21	3	1	-2	7	-2	-5	4	-2	1	0
CCN1CCN(CCC(=O)Nc2ccc3c(c2)OCO3)CC1	3	3	-9	-10	0	-3	9	0	4	3
COC(=O)CCC(=O)OC1(C)C(=O)C=C2C=C(C3CC3)N(c3cccc(C#N)c3)C=C2C1=O (centres undefined)	1	4	-2	7	-4	13	4	8	4	1

Looked up by structure from the list above (four):
SMILES	LEDGF integ inh	rCAG binder	SIAE primary	TDP2 inh	MBD2 DNA inh	mABHD4 FP	TCR-CD3 inh	PRMT1 FP inh	HTRA1 inh	GC-B act
NS(=O)(=O)c1ccc(N/C=C\C(=O)c2ccncc2)cc1	2	1	0	8	0	4	-2	-1	11	-2
CC(C)CCn1c(=O)[nH]c2ccccc21	-5	-4	2	-9	6	5	-4	2	-6	2
C[C@@H]1NC(=O)[C@H](CCC(N)=O)NC(=O)c2cc([N+](=O)[O-])cc(I)c2NCCC[C@@H](C(N)=O)NC1=O	0	3	11	-3	-8	5	2	-3	-1	2
Cn1c(=O)c(=O)n(C)c2cc(S(=O)(=O)CCC(=O)Nc3ccc(C(F)(F)F)cc3)ccc21	3	1	-2	7	-2	-5	4	-2	1	0

Later entries.
SMILES	LEDGF integ inh	rCAG binder	SIAE primary	TDP2 inh	MBD2 DNA inh	mABHD4 FP	TCR-CD3 inh	PRMT1 FP inh	HTRA1 inh	GC-B act
C[C@H]1COC[C@@H](C/C=C/c2ccccc2)N1c1ccccc1	5	4	-7	7	-2	2	7	1	-16	2
CN(CC(=O)Nc1ccccc1C(F)(F)F)C(=O)COc1ncnc2ccccc12	2	0	0	11	4	-5	4	-2	4	2
CCOC(=O)c1cc(CC)sc1NC(=O)CN1C(=O)C(=O)N(CC(C)C)C1=O	-5	-4	3	-2	1	3	-5	3	-3	0
COc1cc(C(=S)N2CCN(C(c3ccccc3)c3ccccc3)CC2)cc(OC)c1O	-3	-1	6	8	-3	-2	9	2	-11	3
CC(=O)Nc1nc2c(s1)C(=O)NCCC2	2	-3	3	-7	-1	3	1	-2	7	-2
Cc1ccc(SCCNC(=O)CN(c2ccc3c(c2)OCO3)S(C)(=O)=O)cc1	5	-5	-1	-1	7	-8	-6	2	3	0
CC1(C)CC(=O)C(N=Nc2c(Cl)cc(Cl)cc2Cl)=C(O)C1	3	0	-5	6	-6	24	2	-1	-1	1
CN(C)CCC(=O)c1ccc(Cl)cc1	1	-3	8	7	1	5	-5	2	-6	-3
O=C(CNC(=O)c1ccc(OC(F)F)cc1)NCC1CCCO1 (centres undefined)	1	0	6	-1	5	-4	3	-2	2	-13
Cc1c(CCOC(=O)CC23CC4CC(CC(C4)C2)C3)sc[n+]1CC(=O)c1ccc(Br)cc1	2	-1	-1	0	0	17	10	-1	-24	0
Cc1ccc(CNC(=O)CCCNC(=O)c2ccc(Cl)cc2)n1C	3	3	0	-1	0	-1	-5	2	-5	-4
Cn1c(=O)c2c(nc(NCc3cccnc3)n2Cc2cccc(C(F)(F)F)c2)n(C)c1=O	9	-7	-2	-8	2	-7	1	-1	2	-2
COc1ccccc1CNc1ncnc2cc(OC)c(OC)cc12	-1	-6	-3	2	4	-2	3	0	0	0
CCSc1cnn(-c2ccccc2)c(=O)c1Cl	-6	-2	-7	-13	-2	5	0	2	-3	0
CC(C)c1ccc2[nH]c(O)c(N=NC(=O)c3cccc(S(=O)(=O)Nc4cccc(Cl)c4)c3)c2c1	3	1	-6	-11	1	-3	-2	-4	5	-1
Cc1oc(-c2ccc(Cl)cc2)nc1CN1CCCC(C(=O)NCc2ccccn2)C1 (centres undefined)	1	-4	-4	7	-3	-3	3	-1	0	-8
Cc1ccc2c(c1)N(S(=O)(=O)c1ccc(CN3C(=O)c4cccnc4C3=O)s1)CCO2	2	15	-3	-24	-7	-10	7	-3	5	-3
COc1ccc(CN2C(=O)C(CC(=O)NC3CCCCC3)CC(C(=O)N3CCOCC3)=C2C)cc1 (centres undefined)	2	4	3	-9	-1	0	-4	-1	9	-1
N#CC(=Nc1ccccc1)c1ccccc1	-1	-1	-2	6	-1	0	3	0	7	2
CC1CC(C)(C)CC2(C1)NC(=O)N(CC(=O)NCc1ccccc1F)C2=O (centres undefined)	1	-5	1	-2	-1	-1	2	-1	-1	3
CN(CC(=O)Nc1ccc(F)cc1)C(=O)c1ccc(-c2ccc(Cl)cc2)o1	-1	7	-11	-10	-2	5	0	1	-35	-8
CC(=O)N(C)c1ccc(N2CCOCC2)c2c1C(=O)c1ccccc1C2=O	-1	-4	7	9	-21	0	6	-2	3	1
COc1ccc(CCNC(=S)NC(=O)c2ccc(Br)cc2)cc1OC	-3	1	-2	0	-1	-3	-9	10	-21	5
Cc1cc2oc(=O)cc(Cn3ccnc3)c2cc1Cl	-6	2	2	-16	6	-11	0	1	-1	-4
C[C@H](CO)N1C[C@H](C)[C@@H](CN(C)S(=O)(=O)c2cccs2)Oc2ccc(NC(=O)Cn3cnnn3)cc2C1=O	-4	7	3	-3	1	5	7	-3	-2	3
CC(=O)c1cc(C#N)c(SCc2ccncc2)nc1C	-2	-1	-1	17	-6	2	-3	13	0	0
CC1(C)CC(=O)C2=C(C1)OC(=O)CC2c1cccs1 (centres undefined)	0	0	2	12	3	1	0	2	2	3
CC1CCc2c(sc(NC(=O)c3cccs3)c2C(=O)O)C1 (centres undefined)	1	25	-4	15	-1	10	8	-1	6	-7
CSc1ccc(C#N)cc1NC(=O)c1ccccc1C	6	4	-11	3	8	-13	-6	7	6	-2
C/C(CC(=O)Nc1ccc(Cl)c(C(F)(F)F)c1)=N\NC(=O)c1cccc(O)c1	1	4	-9	-7	6	-15	-1	-1	-7	2

Whole records from above. Order of screens: LEDGF integ inh | rCAG binder | SIAE primary | TDP2 inh | MBD2 DNA inh | mABHD4 FP | TCR-CD3 inh | PRMT1 FP inh | HTRA1 inh | GC-B act
N#CC(=Nc1ccccc1)c1ccccc1 is listed as -1 | -1 | -2 | 6 | -1 | 0 | 3 | 0 | 7 | 2
Cc1ccc(CNC(=O)CCCNC(=O)c2ccc(Cl)cc2)n1C is listed as 3 | 3 | 0 | -1 | 0 | -1 | -5 | 2 | -5 | -4
Cc1cc2oc(=O)cc(Cn3ccnc3)c2cc1Cl is listed as -6 | 2 | 2 | -16 | 6 | -11 | 0 | 1 | -1 | -4
COc1ccc(CCNC(=S)NC(=O)c2ccc(Br)cc2)cc1OC is listed as -3 | 1 | -2 | 0 | -1 | -3 | -9 | 10 | -21 | 5
CC(=O)Nc1nc2c(s1)C(=O)NCCC2 is listed as 2 | -3 | 3 | -7 | -1 | 3 | 1 | -2 | 7 | -2

Given as labelled records: entries from further up
CC(=O)N(C)c1ccc(N2CCOCC2)c2c1C(=O)c1ccccc1C2=O
  LEDGF integ inh = -1	rCAG binder = -4	SIAE primary = 7	TDP2 inh = 9	MBD2 DNA inh = -21	mABHD4 FP = 0	TCR-CD3 inh = 6	PRMT1 FP inh = -2	HTRA1 inh = 3	GC-B act = 1
COc1cc(NC(=O)C2CCCN(S(=O)(=O)c3ccc4[nH]c(=O)ccc4c3)C2)cc(OC)c1 (centres undefined)
  LEDGF integ inh = 8	rCAG binder = 5	SIAE primary = -42	TDP2 inh = -8	MBD2 DNA inh = -2	mABHD4 FP = -14	TCR-CD3 inh = -3	PRMT1 FP inh = -6	HTRA1 inh = -8	GC-B act = 1
CC1(C)CC(=O)C2=C(C1)OC(=O)CC2c1cccs1 (centres undefined)
  LEDGF integ inh = 0	rCAG binder = 0	SIAE primary = 2	TDP2 inh = 12	MBD2 DNA inh = 3	mABHD4 FP = 1	TCR-CD3 inh = 0	PRMT1 FP inh = 2	HTRA1 inh = 2	GC-B act = 3

Source: PubChem
